RORg inh – ROR gamma (mouse) transcription inhibition | P51450 | 310,000 tested, 5.4% active | Potency, µM (highest dose often 53.6 µM), without a hit: top-dose activity change, negative = inhibition, actives largely listed as inhibitors | Drosophila S2 Gal4-RORgamma UAS-luciferase reporter, 20 h; further: potency means the concentration at half of the fitted maximal effect; on the % scale 0 is the no-effect control and ±100 the full control effect; nearly all actives have a fitted effect of over 60% in size
Target sequence (P51450 whole entry, looked up, the tested form may be a part): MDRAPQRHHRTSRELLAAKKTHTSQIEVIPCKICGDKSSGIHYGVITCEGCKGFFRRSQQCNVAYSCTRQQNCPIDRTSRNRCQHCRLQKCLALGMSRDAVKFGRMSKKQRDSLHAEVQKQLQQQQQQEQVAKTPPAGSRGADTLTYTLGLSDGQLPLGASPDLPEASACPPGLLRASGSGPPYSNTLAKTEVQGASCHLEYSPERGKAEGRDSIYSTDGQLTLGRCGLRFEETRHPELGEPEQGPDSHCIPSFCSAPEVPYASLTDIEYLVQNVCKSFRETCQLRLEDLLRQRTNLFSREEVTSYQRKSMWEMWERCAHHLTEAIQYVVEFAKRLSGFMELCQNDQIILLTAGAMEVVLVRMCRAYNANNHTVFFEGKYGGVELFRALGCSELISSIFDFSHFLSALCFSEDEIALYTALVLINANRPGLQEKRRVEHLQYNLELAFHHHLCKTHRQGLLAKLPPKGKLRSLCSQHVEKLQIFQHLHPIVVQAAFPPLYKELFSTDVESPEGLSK
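Luciferase reporter read in Schneider cells carrying Gal4-RORγ (mouse) and UAS-Photinus luciferase; cells given compound 1 h before 700 uM copper sulfate induction, then incubated 20 h at ambient temperature.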
p53 reactivator – restores transcriptional activity of mutant p53; Potency, µM (doses to about 92.2 µM), for inactives: top-dose activity change, positive = activation, actives largely listed as activators; 320,000 tested, 0.063% active; H1299 p53-A138V BP100-luciferase reporter, luminescence, 24 h; further: potency means the concentration at half of the fitted maximal effect; % of control where 0% means no effect; nearly all actives have a fitted effect of over 45% in size
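H1299 (p53-null), stable ts p53-A138V + BP100-Luc; 1000 cells/well, Opti-MEM/10% FBS; cpd 4 pt, 1:5; 24 h, 37 deg C, 5% CO2; detection reagent 10 min RT; luminescence.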
Rab9 promoter act – activates the Rab9 promoter. 320,000 tested, 2.8% active. Potency, µM (doses to about 9.22 µM), without a hit: at the top dose activation, negative = inhibition, hits mostly activators. AID 485297. Huh7 Rab9 promoter-luciferase reporter, luminescence, 24 h; further: potency means the concentration at half of the fitted maximal effect; % of control where 0% means no effect; nearly all actives have a fitted effect of over 60% in size
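Luminescence from Amplite-detected luciferase (10 minutes, ambient) reports Rab9 promoter activation. Before that, stable Rab9-luciferase Huh7 cells (1500/well, reduced-serum OP-MEM I plus 10% FBS) were exposed to compound for 24 hours at 37C.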
ELG1 repair inh – blocks ELG1-dependent DNA repair in HEK293T cells. HEK293T ELG1-luciferase reporter, luminescence, 16 h; DNA damage induced by 5-fluorouridine. Potency, µM (top dose mostly 46.1 µM), without a hit: top-dose activity change, negative = inhibition, actives largely listed as inhibitors. 330,000 tested, 2.3% active. AID 504467; further: potency means the concentration at half of the fitted maximal effect; on the % scale 0 is the no-effect control and ±100 the full control effect; nearly all actives have a fitted effect of over 55% in size
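Luminescence from the luciferase reporter, measured 30 min after ONE-Glo reagent at room temperature, was the read-out. Beforehand, 2,000 cells per well were exposed for 16 hr at 37 °C to 5-fluorouridine together with compound or vehicle.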
TRPV1 agonist – agonists of human vanilloid receptor 1 (TRPV1); Q8NER1; TRPV1-expressing cells, Fluo-8 calcium influx, agonist mode; activation, % at 8.33 µM; 320,000 tested, 0.19% active; AID 540275; in the data active means activation above about 80%; inconclusive means between about 30% and that limit; further: 0% is about no effect
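Cells expressing TRPV1 were dye-loaded with Fluo-8 and read kinetically: 10 s baseline, 3 min after compound (agonist portion), then 2 min after EC20 capsaicin (allosteric enhancer portion). Calcium-bound dye fluorescence at 480/520 nm.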
Gal4-VP16 FLuc – counter-screen for ROR gamma inhibitors: Gal4-VP16 reporter; 310,000 tested, 3.5% active; Drosophila S2 Gal4-VP16 UAS-luciferase, luminescence, 20 h; Potency, µM (titrated, usually from 53.6 µM), inactives show at the highest dose activity, negative = inhibition, most hits filed as inhibitors;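 further: Gal4-VP16 expression switched on by copper sulfate through the metallothionein promoter; potency means the concentration at half of the fitted maximal effect; on the % scale 0 is the no-effect control and ±100 the full control effect; nearly all actives have a fitted effect of over 50% in size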
NPC1 promoter act – NPC1 promoter activation; Potency, µM (doses to about 9.22 µM), for the others: at the highest dose activation, actives largely listed as activators; Huh7 NPC1 promoter luciferase reporter, 24 h; 320,000 tested, 2.4% active; AID 485313;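 further: potency means the concentration at half of the fitted maximal effect; % of control where 0% means no effect; nearly all actives have a fitted effect of over 60% in size; reporter is driven by a mutant NPC1 promoter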
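Compounds in DMSO were transferred onto Huh7 NPC1-luciferase reporter cells pre-incubated 2 h; after 24 h at 37 °C, Amplite reagent was dispensed and luminescence recorded 10 min later.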
ELG1 genotoxic – induces genotoxicity in HEK293T cells with luciferase-tagged ELG1; AID 504466; 330,000 tested, 1.3% active; HEK293T ELG1-luciferase reporter, luminescence, 16 h; Potency, µM (top dose mostly 46 µM), for the others: top-dose activity change, positive = activation, hits mostly activators; further: potency means the concentration at half of the fitted maximal effect; % of control where 0% means no effect; nearly all actives have a fitted effect of over 60% in size
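ELG1-luciferase HEK293T cells, 2,000/well; compound pinned in; 16 hr, 37 °C, 5% CO2; ONE-Glo, 30 min RT; luminescence on CCD imager.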
Tb PFK block – inhibitors of T. brucei phosphofructokinase; O15648; T. brucei PFK, ADP-Glo luminescence; Potency, µM (titrated, usually from 57.5 µM), for the others: top-dose activity, negative = inhibition, hits mostly inhibitors; 330,000 tested, 0.17% active; AID 485367;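 further: potency means the concentration at half of the fitted maximal effect; 0% = uninhibited 1x PFK enzyme wells and -100% = no-enzyme wells; nearly all actives have a fitted effect of over 60% in size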
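Luminescent ADP detection (ADP-Glo, two-step: ATP depletion then ADP-to-ATP conversion for luciferase) reported PFK activity after 45 min room-temperature reaction of 1.25 nM enzyme with 0.5 mM F6P and 0.1 mM ATP at pH 8.0.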
BRCA1 expr up – activators of BRCA1 expression | 380,000 tested, 1.1% active | Potency, µM (titrated, usually from 46.1 µM), for inactives: at the top dose activation, most hits filed as activators | MCF7-BRCA1-FFLuc reporter, luminescence, 48 h; response scale: scaled: vehicle 0%, 10 µM genistein 100%; further: potency means the concentration at half of the fitted maximal effect; nearly all actives have a fitted effect of over 80% in size; some results filed as inactive show a strong effect at the top dose
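MCF7-BRCA1-FFLuc, 2000 cells/well; 2 h attach, 37 °C/5% CO2; compound 48 h; luciferase substrate 15 min; luminescence end-point. Norm. to genistein 10 microM max activation and DMSO; concentration-response curves fitted.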
FLuc counter – firefly luciferase modulation, counter-screen for miR-21 project; P08659; purified FLuc, Km substrates, luminescence inhibition; Potency, µM (top dose mostly 57.5 µM), inactives show at the highest dose activity change, negative = inhibition, most hits filed as inhibitors; 360,000 tested, 6.9% active; AID 588342;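 further: potency means the concentration at half of the fitted maximal effect; plate controls were vehicle for no effect and reference inhibitor for full effect; nearly all actives have a fitted effect of over 55% in size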
Target sequence (P08659 whole entry, looked up): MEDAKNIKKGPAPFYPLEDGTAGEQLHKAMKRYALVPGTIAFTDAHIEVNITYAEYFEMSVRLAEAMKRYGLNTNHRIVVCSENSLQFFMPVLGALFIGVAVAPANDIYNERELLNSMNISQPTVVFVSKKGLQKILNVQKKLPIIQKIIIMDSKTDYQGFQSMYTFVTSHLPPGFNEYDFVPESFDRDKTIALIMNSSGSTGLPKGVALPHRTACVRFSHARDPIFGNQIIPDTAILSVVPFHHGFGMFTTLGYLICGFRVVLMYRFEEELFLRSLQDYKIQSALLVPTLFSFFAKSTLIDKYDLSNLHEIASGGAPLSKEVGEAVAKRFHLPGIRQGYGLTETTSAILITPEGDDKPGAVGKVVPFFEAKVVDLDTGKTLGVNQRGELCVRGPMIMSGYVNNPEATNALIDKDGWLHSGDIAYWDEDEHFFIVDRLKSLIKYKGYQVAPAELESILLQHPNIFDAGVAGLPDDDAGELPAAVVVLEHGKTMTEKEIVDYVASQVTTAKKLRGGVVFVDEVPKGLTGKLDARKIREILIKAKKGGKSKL
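Purified P. pyralis luciferase, 10 nM final, with Km-level 10 uM D-luciferin and 10 uM ATP in 50 mM Tris acetate pH 7.5, 10 mM Mg acetate, 0.01% Tween-20, 0.05% BSA; 6-point qHTS titration about 60 µM downward; luminescence read.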
Starred values were filed as active, the others as inactive; ? = inconclusive; / = no result given; [ ] = remark or other dose. Unless noted, the call rests on the fitted dose curve; in most records, active means well fitted curve in the direction sought with a large enough effect; inconclusive means small, poorly fitted or top-dose-only effect, or another doubt; inactive means no such curve, though single readings can be large; an effect the other way counts as inactive or inconclusive.

SMILES	RORg inh	p53 reactivator	Rab9 promoter act	ELG1 repair inh	TRPV1 agonist	Gal4-VP16 FLuc	NPC1 promoter act	ELG1 genotoxic	Tb PFK block	BRCA1 expr up	FLuc counter
O=C(N/N=C/c1cccc(O)c1)c1ccccc1O	?	?	8%	?	21	-3%	1%	?	9%	84%	1.5µM*
Cc1nc(C(=O)NC2CC2)sc1C1(C)CC(c2ccccc2)=NO1 (centres undefined)	33%	1%	4%	15%	7	-3%	5%	4%	-3%	26%	?
CNC(=O)CO/N=C/c1ccc(N(C)C)cc1	4%	5%	19%	?	8	16%	8%	12%	5%	20%	?
Cc1ccc(CNc2nnnn2C)cc1	-33%	/	-2%	11%	3	4%	3%	-1%	0%	5%	15%
CCc1nc(C)cn1S(=O)(=O)c1cc(C)c(OC)c(C)c1C	5%	-1%	-13%	?	10	?	-17%	-7%	1%	-69%	2%
O=c1cc(-c2cccc(Br)c2)nc(-c2ccccc2F)o1	19%	4%	-3%	8%	2	6%	2%	2%	-4%	-6%	?
O=C(CSc1nnc(-c2ccco2)n1Cc1ccccc1)OC1CCCCC1	17%	10%	3.2µM*	?	14	0%	?	?	-3%	?	9.5µM*
COc1ccc(CC(=O)Nc2ccc(-c3cn4cccc(C)c4n3)cc2)cc1OC	25%	-12%	-3%	?	?	-1%	1%	1%	3%	0%	?
O=C(COC(=O)CCc1ccccc1)Nc1ncc(Cl)cc1Cl	-32%	-3%	-4%	16%	3	-5%	0%	9%	5%	11%	1%
Cc1ccccc1-c1nc2sc(C)c(C)c2c(=O)o1	2%[1.91 µM]	/	-1%	?	5	25%	-2%	3%	6%	0%	7.6µM*
CSCC[C@H](NC(=O)[C@H](Cc1ccccc1)n1c(=O)[nH]c2ccccc2c1=O)C(=O)N1CCC(C(=O)O)CC1	-12%	5%	0%	9%	-3	-3%	-4%	1%	2%	-8%	-4%
CCOc1ccc(NC(=O)c2ccc(N3CC4CC(C3)c3cccc(=O)n3C4)c(NC(=O)c3ccncc3)c2)cc1 (centres undefined)	6%	-13%	-5%	?	0	4%	-1%	4%	0%	8%	-12%
CCOC(=O)c1cnc(SCCN2CCOCC2)nc1N	12%	8%	20%	?	6	-9%	7%	10%	-5%	53%	-10%
Cc1ccc(C)c(S(=O)(=O)C(C#N)c2nc3ccccc3nc2N2CCOCC2)c1 (centres undefined)	18%	2%	-4%	0%	-4	1%	0%	-7%	2%	3%	-8%
O=C(CSc1nnnn1C1CCCCC1)Nc1ccc2c(c1)OCO2	8%	4%	0%	0%	21	-1%	1%	3%	-8%	-5%	1%
O=C1c2ccccc2C(=O)N1CCOc1ccccc1Br	-1%	?	?	?	?	22%	28%	?	-5%	101%	24µM*
COc1ccccc1NC(=O)c1nn(-c2ccc(Cl)cc2)ccc1=O	15%	7%	-2%	10%	6	-5%	-4%	2%	-1%	8%	-2%
COc1ccc(CN2C(=O)c3cccnc3C2=O)cc1S(=O)(=O)N(C)c1ccc(C)cc1	-25%	-6%	0%	20%	3	-2%	-1%	0%	1%	9%	-1%
COC(=O)c1[nH]c2cc(OC)c(OC)cc2c1/C=N/Nc1ccccc1	-12%	1%	-3%	?	4	-8%	-3%	8%	-1%	-25%	?
O=C(c1cc2cc(Br)ccc2oc1=O)N1CCN(c2ccccn2)CC1	18%	0%	-6%	5%	-3	-4%	2%	0%	-1%	-2%	8%
CCOc1c2ccc(C(=O)NCCCCc3ccccc3)cc2nn1C	1%	0%	5%	-10%	0	-4%	-1%	1%	-1%	19%	6%
CCn1c(SCC(=O)Nc2ccc3c(c2)OCCO3)nnc1-c1ccco1	16%	-4%	3%	-4%	0	9%	-1%	-2%	7%	8%	15µM*
Cc1cc(C)n(-c2nc3ccccc3n3cnnc23)n1	-33%	-10%	2%	3%	-2	1%	2%	-1%	0%	8%	1%
O=C(/C=C/N1CCOCC1)c1cc2ccccc2o1	-9%	?	4µM*	?	3	-8%	3.5µM*	?	-10%	50%	9.5µM*
O=C(COC(=O)Cc1c[nH]c2ccccc12)Nc1ccccc1	15%	0%	-1%	6%	10	-1%	5%	3%	4%	7%	-8%
(next part)
SMILES	RORg inh	p53 reactivator	Rab9 promoter act	ELG1 repair inh	TRPV1 agonist	Gal4-VP16 FLuc	NPC1 promoter act	ELG1 genotoxic	Tb PFK block	BRCA1 expr up	FLuc counter
COc1ccc(CCNC(=O)Cn2nnc(-c3ccccc3F)n2)cc1OC	0%	-1%	-5%	-12%	0	-8%	-2%	2%	6%	4%	3%
CCOC(=O)c1c(C(F)(F)C(F)(F)C(F)(F)C(F)(F)F)n[nH]c1C	18%	1%	0%	?	1	2%	4%	5%	-1%	-32%	-1%
COc1ccc(C(=O)Nc2ccc(NC(=O)c3cnccn3)cn2)cc1	0%	-1%	17%	?	/	-4%	12%	?	1%	-3%	-15%
CCCCCCN1C=CC=C/C1=C/C=C(C#N)C#N	?	-30%[inhibitor]	-6%	20%	28	-20%	0%	0%	-14%	-10%	-9%
CC1CCN(C(=O)c2ccc(NC(=O)c3cccs3)cc2)CC1	44%	1%	0%	-3%	30	-3%	-2%	2%	5%	8%	?
Cc1cc(NC(=O)CSc2nnc(CNC(=O)c3ccc(C(C)(C)C)cc3)o2)no1	-14%	13%	6%	2%	-5	-1%	-2%	2%	-1%	36%	-20%
COc1cc2c(cc1OC)C(c1cc3cc4c(cc3[nH]c1=O)OCO4)N(C(=O)C(C)C)CC2 (centres undefined)	?	-4%	-6%	-12%	-4	-14%	-6%	7%	4%	3%	4%
CC(C)[C@H](NC(=O)c1ccco1)C(=O)Nc1ccc(OC(F)F)cc1	9%	-3%	-5%	1%	-2	-5%	-1%	-1%	1%	-18%	-1%
Clc1ccc(SCCCN2CCCCC2)cc1	11%	-4%	2%	7%	2	5%	8%	-3%	-8%	7%	-1%
CN1CCN(C(=S)c2cn(CCOc3ccccc3F)c3ccccc23)CC1	14µM*	6%	-3%	?	7	-8%	-2%	9%	3%	-4%	?
CCOc1ccc(CNC(=O)Nc2ccccc2)cc1	7%	12%	?	?	?	27%	?	13%	-5%	?	?
COc1ccc(NC(=O)CN2C(=O)N(C)Cc3ccccc32)c(C)c1	6%	2%	4%	1%	-4	2%	0%	0%	-4%	5%	0%
O=C(NC1CCCCC1)N1CCN(S(=O)(=O)c2ccc(F)cc2)CC1	-5%	-2%	-10%	-14%	?	15%	1%	-2%	-1%	-24%	0%
Cc1cccc(NC(=O)NNC(=O)c2cc(-c3ccccc3Cl)nc3ccccc23)c1	40%	-6%	-4%	-14%	18	1%	0%	-8%	1%	-60%	1%
Cc1cc(NC(=O)CCCN2C(=O)/C(=C/c3cccs3)SC2=S)no1	-27%[10 µM]	5%	0%	?	0	?	-7%	13%	-2%	-10%	2%
Cc1csc(NC(=O)COc2ccc3c(C)cc(=O)oc3c2)n1	21%	10%	28%	23%	1	7%	6%	6%	0%	-13%	1%
CC(=O)c1ccc(N2CCN(C(=O)[C@H](C)NC(=O)c3ccccc3Cl)CC2)cc1	-1%	14%	-8%	24%	1	-2%	21%	8%	-1%	5%	4%
CSc1ccccc1NC(=O)CN(C)C(=O)c1ccc(-n2cccn2)cc1	/	-9%	-4%	-2%	0	/	-7%	-1%	-7%	-11%	-2%
CCS(=O)(=O)N1CCC(C(=O)Nc2cc([N+](=O)[O-])ccc2C)CC1	-7%	-1%	-1%	?	2	-7%	0%	7%	-2%	5%	5%
COc1ccc(NC(=O)CN(C)C2CCCCC2)cc1Cl	18%	-3%	2%	-3%	21	-14%	-3%	-2%	-10%	-9%	0%
COc1cccc2c(=O)n(CC(=O)Nc3cccc(F)c3)ccc12	-44%	-1%	2%	?	1	-15%	14%	8%	3%	-6%	13%
O=C(O)C1CCCN1c1ncnc2c1oc1ccccc12 (centres undefined)	31%	24%	1%	?	2	-15%	0%	?	-2%	-1%	?

Single records, as listed above. Values in the order: RORg inh	p53 reactivator	Rab9 promoter act	ELG1 repair inh	TRPV1 agonist	Gal4-VP16 FLuc	NPC1 promoter act	ELG1 genotoxic	Tb PFK block	BRCA1 expr up	FLuc counter
`Cc1cc(C)n(-c2nc3ccccc3n3cnnc23)n1` reads -33%	-10%	2%	3%	-2	1%	2%	-1%	0%	8%	1%
`Clc1ccc(SCCCN2CCCCC2)cc1` reads 11%	-4%	2%	7%	2	5%	8%	-3%	-8%	7%	-1%

Not a hit list. Share with any hit: about 15%.
